Assay outcomes from PubChem BioAssay.
Pf apPOL inh = Pf-apPOL DNA polymerase inhibition; inhibition, % at 10 µM; AID 1794808; Recombinant Pf-apPOL, molecular beacon fluorescence, 1.5 h; 210,000 tested, 0.25% active
mHTT-CaM PPI inh = inhibitors of human mutant huntingtin-calmodulin interaction; AlphaScreen His-mHTT/GST-CaM binding, luminescence; inhibition, % at 15 µM; 190,000 tested, 3.6% active; P42858;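 note: 0% = both proteins with DMSO and 100% = one protein alone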
Active calls of the source: *; . = not tested or not shown; & = joins results of further samples. Cut-off read from the data, not from the text of the source: active = inhibition above about 50%; inactive = the rest.

SMILES | Pf apPOL inh | mHTT-CaM PPI inh
CCc1nnc2ccc(NC(=O)Nc3cccc(C)c3)cn12 | 7 | 11
ClC1(Cl)CC1CSc1nc2ccccc2[nH]1 (stereo not drawn) | 3 | -21
O=C(NCC1CCN(Cc2ccccc2Cl)CC1)Nc1ccc(F)cc1 | -7 | -3
CCc1cc2c(=O)c(-c3ccc4c(c3)OCO4)coc2cc1OC(C)C | 0 | -18
CC(C)C(=O)Nc1ccc2c(c1)C(N1CCOCC1)=Nc1ccccc1O2 | -5 | 13
CC(=O)NC(N)=Nc1nc(C)c2cc(C)c(C)cc2n1 | 0 | -1
COc1ccc(-c2nc3n(n2)C(c2ccc(OC)cc2)C2=C(CCCC2=O)N3)cc1 (stereo not drawn) | -1 | 47
O=C(NCc1ccccn1)c1ccc(-c2ccc(N3CCCCC3)nc2)cc1 | -7 | 33
Cc1ccc(N2C(=O)SC(Nc3cccc(C)c3)C2=O)cc1 (stereo not drawn) | 27 | -5
COc1ccc(NC(=O)C(c2ccccc2)N(C)C(=O)/C=C/c2ccc3c(c2)OCO3)cc1 (stereo not drawn) | -6 | 26
O=C(NCC1CCCO1)c1cc(-c2ccc3c(c2)OCO3)nc2ccccc12 (stereo not drawn) | -3 | -36
CCN(CC)S(=O)(=O)c1ccc(OC)c(NS(=O)(=O)c2ccc([N+](=O)[O-])cc2)c1 | -1 | -4
O=c1c2ccccc2nc2sc(Nc3ccc(F)cc3)nn12 | -3 | -6
O=C(Cn1cc(COc2ccc(-c3ccc(Br)cc3)cc2)nn1)c1ccc(O)cc1 | 3 | 1
Cc1oc(C(C)C)nc1C(=O)Nc1cc(F)ccc1Cl | -1 | -29
COc1nccc(N2CCC(CC(=O)NCc3c(C)nn(C)c3C)CC2)n1 | -4 | 2
CCOc1ccc(NC(=O)c2ccc(F)c(S(=O)(=O)NC3CCCCCC3)c2)cc1 | 1 | 11
CC(=O)Nc1ccc(N2C(=O)/C(=C/c3ccc(Cl)cc3)C=C2c2ccccc2)cc1 | -1 | 31
CC1(C)CC(=O)C2=C(C1)N(c1c(F)cccc1F)C(N)=C(C#N)C2c1ccccc1 (stereo not drawn) | -4 | 16
COc1cccc(CN2CCc3nc(Nc4ccc(OC)cc4OC)ncc3C2)c1 | -4 | 6
O=C(Nc1ccccc1Cl)c1cc([N+](=O)[O-])ccc1Cl | -3 | 10
COc1ccc(Cl)cc1N(CC(=O)NC1CC2CCC1C2)S(=O)(=O)c1ccccc1 (stereo not drawn) | -6 | 6
Cc1ccc(C(=O)C[n+]2ccc(C(=O)NCCO)cc2)cc1 | -6 | 1
CC(=O)Nc1ccc(Nc2cc(C(C)C)c(O)c(C(C)C)c2)cc1 | 3 | 74*
N#CC1=C(N)Oc2n[nH]c(-c3ccc(Cl)c(Cl)c3)c2C1c1ccc(O)c(O)c1 (stereo not drawn) | 0 | 99*
Cc1cccc(-c2noc(CS(=O)(=O)c3ccccc3)n2)c1 | -2 | -48
O=C(Nc1ccc(F)cc1)N1CCC(n2cnc3ccc(Cl)cc3c2=O)CC1 | -3 | 1
Cc1cccc(NC(=O)COc2ccc(Cl)cc2)c1C | -9 | -4
Cc1ccc(NC(=O)Nc2ccc3nnc(C4CCC4)n3c2)cc1Cl | -2 | 4
Cc1cc(Br)ccc1NS(=O)(=O)c1c(C)[nH]c(=O)[nH]c1=O | 2 | -1
COc1ccc(NC(=O)C2=C(C)C(=O)OC23CCCCC3)cc1Cl | 3 | -3
Cc1noc(C)c1CC(=O)N1CC(c2nc(C3CC3)no2)C2(CCN(C)CC2)C1 (stereo not drawn) | -4 | 5
CCc1nc(N2CCCC2=O)sc1C(=O)N1CCN(c2cc(C)ccc2C)CC1 | 0 | 95*
O=c1c(Oc2ccccc2Cl)coc2cc(O)ccc12 | 10&0 | 5&6
Cc1ccc(S(=O)(=O)N2CCC(c3noc(-c4cccc(F)c4)n3)CC2)cc1Cl | -5 | -8
CCCSc1nc2ccccc2n2nnnc12 | 1 | -6
c1ccc(OCc2nc3c4c5c(sc4ncn3n2)CCCC5)cc1 | -6 | 1
COc1ccccc1NC(=O)N1CCN(c2ccc(F)cc2)CC1 | -2 | -1
Cc1ncc2c(n1)CCN(S(=O)(=O)c1ccccc1Cl)C2 | 3 | 1
COc1ccc(NC(=O)CCN2C(=O)c3cccc([N+](=O)[O-])c3C2=O)c(OC)c1 | -8 | 3
O=S(=O)(Nc1cccc(C(F)(F)F)c1)c1cccnc1 | -6 | -3
Cc1cc(C)c(C(=O)c2ccc(C(=O)N3CCCCC3)cc2)c(C)c1 | -6 | 15
CCOc1ccc(NC(=O)Nc2ccccc2)cc1 | -6 | -1
CCCCNC(=O)c1nn2c(c1Cl)NC(c1ccccc1)CC2C(F)(F)F (stereo not drawn) | -2 | 12
O=C1CCN(S(=O)(=O)c2ccc3[nH]cc(C(=O)O)c(=O)c3c2)CC1 | -4 | 5
COc1cc(C)c(S(=O)(=O)n2cnc3cc(C)c(C)cc32)cc1C | -3 | 67*
CCc1cccc(C)c1NC(=O)c1sc2[nH]c(=O)c(C(=O)O)cc2c1N | 4 | 13
O=C(Nc1nc(-c2ccc(F)c(F)c2)cs1)c1cccs1 | -8 | .
O=C(c1nnc(N2CCN(c3ccccc3F)CC2)c2ccccc12)N1CCCC1 | -1 | 14
C=C(C)CN(CC)C1CCN(Cc2ccccc2)CC1 | 0 | 0
(continued)
SMILES | Pf apPOL inh | mHTT-CaM PPI inh
Cc1ccccc1CN1C(=O)CCC1(C)C(=O)NC1CCCC1 (stereo not drawn) | -3 | -8
Cc1ccccc1C(=O)Nc1c(Cl)cccc1Cl | -5 | -1
COc1ccccc1C(=O)Nc1ccc(-c2nc3cc(C)ccc3o2)cc1 | -2 | -8
CC12C=CC(C)(O1)C1C(=O)N(c3ccc(-c4ccccc4)cc3)C(=O)C12 (stereo not drawn) | -3 | 11
COc1ccc(Cc2nc3c4c5c(sc4ncn3n2)C(C)(C)NC(C)(C)C5)cc1OC | 2 | 6
O=C(c1ccsc1)N1CCCN(c2nnc3ccc(Cl)cn23)CC1 | -6 | 1
CC(=O)N1CCN(C(=O)c2cncc(-c3ccccc3Cl)c2)CC1 | -6 | -2
COc1cc(NC(=O)c2csc(-c3cc4ccccc4n3C)n2)cc(OC)c1OC | 2 | -3
COc1cccc(OCC(O)CNC(C)(C)CO)c1 (stereo not drawn) | -1 | -4
O=C(NCc1ccc(F)c(Cl)c1)c1cn2c(n1)CCCC2 | -3 | -6

Part of the list above in another layout:
structure,Pf apPOL inh,mHTT-CaM PPI inh
CCCSc1nc2ccccc2n2nnnc12,1,-6
c1ccc(OCc2nc3c4c5c(sc4ncn3n2)CCCC5)cc1,-6,1
COc1ccccc1NC(=O)N1CCN(c2ccc(F)cc2)CC1,-2,-1
Cc1ncc2c(n1)CCN(S(=O)(=O)c1ccccc1Cl)C2,3,1
COc1ccc(NC(=O)CCN2C(=O)c3cccc([N+](=O)[O-])c3C2=O)c(OC)c1,-8,3
O=S(=O)(Nc1cccc(C(F)(F)F)c1)c1cccnc1,-6,-3
Cc1cc(C)c(C(=O)c2ccc(C(=O)N3CCCCC3)cc2)c(C)c1,-6,15
CCOc1ccc(NC(=O)Nc2ccccc2)cc1,-6,-1
CCCCNC(=O)c1nn2c(c1Cl)NC(c1ccccc1)CC2C(F)(F)F (stereo not drawn),-2,12
O=C1CCN(S(=O)(=O)c2ccc3[nH]cc(C(=O)O)c(=O)c3c2)CC1,-4,5
COc1cc(C)c(S(=O)(=O)n2cnc3cc(C)c(C)cc32)cc1C,-3,67*
CCc1cccc(C)c1NC(=O)c1sc2[nH]c(=O)c(C(=O)O)cc2c1N,4,13
O=C(Nc1nc(-c2ccc(F)c(F)c2)cs1)c1cccs1,-8,.
O=C(c1nnc(N2CCN(c3ccccc3F)CC2)c2ccccc12)N1CCCC1,-1,14
C=C(C)CN(CC)C1CCN(Cc2ccccc2)CC1,0,0
Cc1ccccc1CN1C(=O)CCC1(C)C(=O)NC1CCCC1 (stereo not drawn),-3,-8
Cc1ccccc1C(=O)Nc1c(Cl)cccc1Cl,-5,-1
COc1ccccc1C(=O)Nc1ccc(-c2nc3cc(C)ccc3o2)cc1,-2,-8
CC12C=CC(C)(O1)C1C(=O)N(c3ccc(-c4ccccc4)cc3)C(=O)C12 (stereo not drawn),-3,11
COc1ccc(Cc2nc3c4c5c(sc4ncn3n2)C(C)(C)NC(C)(C)C5)cc1OC,2,6
O=C(c1ccsc1)N1CCCN(c2nnc3ccc(Cl)cn23)CC1,-6,1
CC(=O)N1CCN(C(=O)c2cncc(-c3ccccc3Cl)c2)CC1,-6,-2

Carrying on:
SMILES | Pf apPOL inh | mHTT-CaM PPI inh
CC(C)Cn1c(=O)c(N2CCN(C(=O)c3n[nH]c4ccccc34)CC2)nc2ccncc21 | -2 | 7
COc1ccc(CC(=O)c2ccc(O)c(CN3CCN(C)CC3)c2O)cc1OC | -4 | 3
CC(C)(C)c1ccc(S(=O)(=O)NC(Cc2ccccc2)C(=O)O)cc1 (stereo not drawn) | -2 | 6
COc1cc(/C=C2\C(=O)NC(=O)N(c3ccc(C(C)(C)C)cc3)C2=O)ccc1OCC(=O)O | 1 | 11
Fc1cccc(-c2nc3ccccc3[nH]2)c1 | -8 | -4
NC(=O)CSc1nnc(Nc2ccccc2)s1 | -12 | -1
CC1=C(C(N)=O)C(c2ccc(C)cc2)n2nc(SCc3ccccc3)nc2N1 (stereo not drawn) | -7 | 9
CCn1cc(Br)c(C(=O)Nc2ccc(F)c(Cl)c2)n1 | -1&-10 | -10&-19
O=c1c2ccccc2nc(SCc2ccc([N+](=O)[O-])cc2)n1Cc1ccc([N+](=O)[O-])cc1 | -5 | .
O=C(CSCc1ccccc1)Nc1nnc(COc2ccccc2)o1 | -23 | 9
CC(C)(C)C(=O)Oc1ccc2c(=O)c(-c3ccccc3)coc2c1 | -4 | -4
CC(=O)N1CCC(C(=O)N2CCC(Nc3cccnc3)C2)CC1 (stereo not drawn) | -3 | -9
N#Cc1c2c(c(N3CCOCC3)n3c1nc1ccccc13)CCCC2 | 2 | -2
Cc1cc(C(=O)NCCn2ncc3c(=O)n(Cc4ccc(F)cc4)cnc32)c(C)o1 | -9 | -10
Cc1ccc(NC(=O)c2ccc(Cl)cc2[N+](=O)[O-])cc1 | -7 | 5
O=C1C(Nc2ccccc2)=CC(c2ccc3c(c2)OCO3)N1c1ccccc1 (stereo not drawn) | -6 | -2
O=C(NCCc1ccc(Cl)cc1)c1csc2c1CCCC2 | -4 | -12
COc1ccc(-c2cn3c4ccccc4nc3n2CCCN2CCCC2)cc1 | -3 | 18
O=C(O)Cc1ccc(OCc2ccccc2)cc1 | -2 | .
CC(=O)Nc1ccc(C2=CSC3=NCCN23)cc1 | -4&4 | 4&-4
O=C(NC1CCCC1)C1CC(=O)N(CCc2ccccc2)C1 (stereo not drawn) | -3 | -10
N#Cc1cccc(CN2CCCCC2c2nncn2CC2CC2)c1 (stereo not drawn) | -7 | 17
O=c1oc2ccccc2c(NCCN2CCOCC2)c1[N+](=O)[O-] | -8 | -1
COc1ccc(Cc2nnc(NC(=O)Nc3ccc(C)c(C)c3)s2)cc1OC | 8 | -1
CCCCOc1ccc(OCC(=O)NN)cc1 | -3 | -2
CCN(CC)CCN(C)Cc1cccc([N+](=O)[O-])c1 | -6 | -8
Clc1ccc(C2=CSC3=NCCN23)cc1 | 1 | 4
CCCNC(=O)c1sc2c(c1C(=O)Nc1ccccn1)CCCC2 | -8 | -3
CC(CCc1ccccc1)NC(=O)C1CCC(Cn2c(=O)[nH]c3ccsc3c2=O)CC1 (stereo not drawn) | 3 | 8
O=C1c2ccccc2NC(c2ccccc2F)N1c1ccc(Cl)cc1 (stereo not drawn) | -2 | 1
O=C(NCc1ccccc1)C1CCCN(S(=O)(=O)N2CCCCCC2)C1 (stereo not drawn) | -8 | -8
O=C(NCc1cccnc1)c1nn2c(c1Cl)NC(c1ccccc1)CC2C(F)(F)F (stereo not drawn) | -2 | 12
Cc1ccc(CNC(=O)CCC2CCCN(C(=O)Nc3ccc(C)cc3)C2)cc1 (stereo not drawn) | -8 | 4
COc1ccc(NC(=O)CN2CCN(CC(=O)Nc3ccccc3F)CC2)cc1OC | -1 | -8
CCOc1ccccc1C1C2=C(CC(C)(C)CC2=O)Nc2nc(C(F)(F)F)nn21 (stereo not drawn) | -6 | 3
COc1ccc(C(=O)N2CCC(Cc3nnc(-c4ccccc4)o3)CC2)c(C)c1 | -4 | 14
O=C(NCc1cccs1)C1CCc2sc(C(=O)N3CCOCC3)cc2C1 (stereo not drawn) | -7 | 1
O=[N+]([O-])c1cc(-n2cnnn2)ccc1N1CCOCC1 | . | -6
Cc1nc(-c2cn(-c3cccc(Cl)c3)nn2)no1 | 5 | -10
Cc1ccc(-c2nnc(N3CCC(C(=O)NC4CCCCC4)CC3)o2)cc1 | -10 | 0
CC(C)NC(=O)C1CCN(c2cncnc2N(C)C)CC1 | -3 | -5
O=C(Nc1cc2cc([N+](=O)[O-])ccc2oc1=O)c1ccc(F)cc1 | -3 | 2
Cc1ccc2c(c1)c1cccc3c1n2CCN3CCC(N)=O | -4 | 69*
COc1ccc(CNCCS(=O)(=O)NCc2ccccc2)cc1 | 1 | -1
CCc1ccc(C2CC(c3ccccc3Cl)n3nc(N)nc3N2)cc1 (stereo not drawn) | -1 | 21
CCC1CN2C=NC(N3CCN(C(=O)c4cnccn4)CC3)=CC2=N1 (stereo not drawn) | -4 | 1
Cc1ccc(Cn2c(=O)cc(C(=O)NCc3ccccc3Cl)c3ccccc32)cc1 | 12 | 78*
Cc1ccc(S(=O)(=O)NC(=O)Nc2ncc3c(n2)CC(c2ccco2)CC3=O)cc1 (stereo not drawn) | 0 | 2
CC(=O)N1CCc2ccccc2C1C(=O)NC1CCCCCC1 (stereo not drawn) | -5 | -6

Quoted from the results shown, 2 compounds:
SMILES | Pf apPOL inh | mHTT-CaM PPI inh
Cc1ccc(S(=O)(=O)NC(=O)Nc2ncc3c(n2)CC(c2ccco2)CC3=O)cc1 (stereo not drawn) | 0 | 2
CC(=O)N1CCc2ccccc2C1C(=O)NC1CCCCCC1 (stereo not drawn) | -5 | -6

Not a hit list. Share with any hit: about 3.5%.
